S100A4 inh HTS: inhibitors of human S100A4 binding to myosin IIA peptide; P26447; S100A4/TAMRA-MyoIIA peptide fluorescence polarization; inhibition, % at 10.7 µM; actives 0.14% (n = 360,000); AID 652163;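 active = mean inhibition of at least 70% across replicates, with every replicate also reaching that level; inconclusive = mean inhibition reaches 70% but some replicates fall short; inactive = mean inhibition below 70%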
Target sequence (P26447 whole entry, looked up): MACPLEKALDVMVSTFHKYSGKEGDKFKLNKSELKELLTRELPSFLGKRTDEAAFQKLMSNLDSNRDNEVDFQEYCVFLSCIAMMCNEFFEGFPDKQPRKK
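Material: S100A4 monomer protein / Buffer or medium: 50 mM HEPES pH 7.2, 10 mM CaCl2, 100 mM KCl / Times: 5 min incubation before reading / Benchmarks: neutral control DMSO, positive control TFP / Reagent: labelled myosin peptide probe, 5 nM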
esBAF inh: inhibitors of esBAF chromatin remodeling in mouse ES cells. actives 2% (n = 350,000). Bmi1-luciferase knock-in reporter, 24 h; 100% = twice the neutral-well signal. reporter increase, % at 12.5 µM. AID 602393; in the data active = activation above about 40%; inconclusive = no clear call, values can overlap the other calls;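 also: 0% = median of the plate's neutral control wells and 100% = double that signal; a rise in the Bmi1 reporter signal indicates esBAF inhibition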
E-selectin induc: induces E-selectin expression in human endothelial cells; actives 0.37% (n = 260,000); activation, % at 7.58 µM; P16581; HUVEC E-selectin immunofluorescence imaging; normalized: neutral wells 0, TNF-alpha wells 100;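 active = mean E-selectin-positive cell signal at least 10% of the positive control, reached in at least 60% of replicates, without over 20% cell loss; inconclusive = no rule given, readout overlaps actives, possibly toxicity-flagged; inactive = the rest, including those meeting only one limit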;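 also: in these data hits start at about 27%; measured in HUVEC primary endothelial cells; signal is the percent of cells scored E-selectin positive by PE staining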
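Read-out: % PE-positive cells | Test system: HUVEC | Doses: One compound dose added by pin transfer | Buffer or medium: EGM-2 over gelatin coat | Signal: Immunofluorescence imaging | Benchmarks: TNF-alpha, DMSO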
RAD54 branch: blocks human RAD54 Holliday junction branch migration. Q92698. FAM/BHQ fluorescence. inhibition, % at 10.4 µM. actives 0.14% (n = 360,000);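 active = mean normalized replicate activity at least 40 and at least half of replicates scoring 40 or more; inconclusive = only one of the two criteria met; inactive = mean below 40 and under half of replicates reaching 40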;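 also: 0% = median of neutral control wells and 100% = median of positive control wells; inhibitors cause a drop in the FAM fluorescence signal; in these data hits start at about 50%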
XiGFP reactiv: X-chromosome reactivation activator; XiGFP mouse fibroblasts, % GFP-positive cells imaging, 3 d; cells co-treated with 5-aza-dC sensitizer; scaled so ellipticine positive control = 100%; activation, % at 7.58 µM; actives 0.055% (n = 360,000); AID 743238;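 active = mean normalized replicate activation at least 10% and every replicate at or above 10%; inconclusive = only one of the two criteria met; inactive = mean below 10% and not all replicates reach 10%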;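 also: 0% = median of on-plate neutral control wells and 100% = ellipticine 6 µM median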
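material = 68-5-11 XiGFP fibroblast line | medium = DMEM plus 5-aza-dC sensitizer | schedule = 3 days compound exposure | benchmarks = positive control ellipticine, 6 µM final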
ERAP1 HTS inh: ERAP1 (human) enzyme inhibition | actives 0.15% (n = 340,000) | inhibition, % at 10.7 µM | recombinant ERAP1, Leu-AMC fluorescence, 60 min;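 active = mean replicate inhibition of at least 30%, or all replicates individually reaching that 30% level; inactive = mean below 30% and not every replicate reaching it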;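 also: 0% = neutral control wells and 100% = L-leucinethiol positive control wells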
Target sequence (Q9NZ08 whole entry, looked up): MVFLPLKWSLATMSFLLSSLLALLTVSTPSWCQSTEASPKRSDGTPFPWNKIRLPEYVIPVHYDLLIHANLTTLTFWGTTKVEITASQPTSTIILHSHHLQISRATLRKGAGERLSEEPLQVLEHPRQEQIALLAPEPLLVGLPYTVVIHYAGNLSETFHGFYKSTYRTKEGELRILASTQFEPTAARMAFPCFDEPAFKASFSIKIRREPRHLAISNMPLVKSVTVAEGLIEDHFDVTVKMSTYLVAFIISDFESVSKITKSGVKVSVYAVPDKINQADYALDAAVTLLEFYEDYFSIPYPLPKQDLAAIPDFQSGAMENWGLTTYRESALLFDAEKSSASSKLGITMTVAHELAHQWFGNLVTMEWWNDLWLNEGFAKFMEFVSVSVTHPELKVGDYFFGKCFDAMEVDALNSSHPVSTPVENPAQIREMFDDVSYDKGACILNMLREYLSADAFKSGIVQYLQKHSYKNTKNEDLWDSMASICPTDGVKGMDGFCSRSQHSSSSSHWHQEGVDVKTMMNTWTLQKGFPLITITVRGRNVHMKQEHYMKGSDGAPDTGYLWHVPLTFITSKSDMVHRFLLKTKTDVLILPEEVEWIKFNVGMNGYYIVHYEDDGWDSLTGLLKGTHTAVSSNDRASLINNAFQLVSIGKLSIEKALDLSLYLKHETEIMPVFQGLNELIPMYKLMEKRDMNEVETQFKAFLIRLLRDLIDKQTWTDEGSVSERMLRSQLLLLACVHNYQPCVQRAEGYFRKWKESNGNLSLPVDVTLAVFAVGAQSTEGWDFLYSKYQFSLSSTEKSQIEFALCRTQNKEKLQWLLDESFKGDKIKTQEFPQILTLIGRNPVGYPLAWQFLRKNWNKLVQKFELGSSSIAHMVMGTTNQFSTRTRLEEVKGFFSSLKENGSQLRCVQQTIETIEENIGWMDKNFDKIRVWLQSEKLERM
RAD52 anneal inh: RAD52 (human) annealing inhibition. AID 651710. inhibition, % at 18.7 µM. actives 0.46% (n = 360,000). recombinant RAD52 DNA annealing, FRET fluorescence. P43351;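 active = every replicate showing at least 50% inhibition; inconclusive = mean inhibition at least 50% but not in every replicate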
ERp5 block: blocks human ERp5 reductase activity on insulin | Q15084 | ERp5 insulin aggregation, absorbance 650 nm, 90 min | inhibition, % at 9.99 µM | actives 0.05% (n = 350,000);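 active = mean replicate inhibition above about 25%, with every replicate also reaching it, limit read from the data, passing the limit was not always enough; inconclusive = only one of those two criteria met; inactive = neither criterion met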
Active calls of the source: *; i = inactive; ? = inconclusive; / = no result given; & = joins results of further samples.

SMILES	S100A4 inh HTS	esBAF inh	E-selectin induc	RAD54 branch	XiGFP reactiv	ERAP1 HTS inh	RAD52 anneal inh	ERp5 block
COC(=O)c1c[nH]c2c1-c1cc(C(=O)OCc3ccccc3)n(S(=O)(=O)c3ccc(C)cc3)c1C(=O)C2=O	-1.6	/	-0.4	/	-0.1	-1.8	-11.8	-4.1
COCCNC(=O)CN(C(=O)CCC(=O)Nc1ccccn1)c1ccc(C)c(C)c1	9.2	-10.2	-0.2	0.3	0.2	-0.7	-13.7	-1.3
O=C(C[C@H]1CC[C@H]2[C@@H](COC[C@@H](O)CN2C(=O)c2ccc(F)cc2)O1)Nc1ccc(-c2ccccc2)cc1	-4.6	12.5	0.3	-6.6	-0.1	1.1	14.2	-0.9
CC(C)Oc1cccc(NC(=O)C2(C)CCN2C(=O)C(C)C)c1 (configuration not stated)	1.5	6.4	0.0	-5.3	0.2	-4.2	-1.1	-5.0
CCn1c(SCC(=O)N2CCOCC2)nnc1-c1ccco1	3.2	/	0.0	-1.8	-0.1	2.9	5.8	5.7
CCCOc1ccc(CNC(=O)C2CCN(C(=O)N3CCOc4ccccc43)CC2)cc1	22.6	-5.7	0.7	6.8	0.0	6.8	-3.2	0.4
O=C1[C@@H](c2ccccc2)CC[C@@H]2C=CC[C@H]3CCN1[C@@H]32	0.5	/	-0.1	/	-0.1	-2.7	1.0	30.8*
COc1cccc(NC2=NCC(=O)N2Cc2cccs2)c1	-3.0	4.1	/	2.4	/	3.0	-3.9	-1.2
CC(C)NC(=O)N1[C@@H](CO)[C@@H](c2ccccc2)C12CN(C(=O)Cc1ccccc1)C2	7.2	/	-0.1	/	0.1	-6.8	1.5	-5.7
OCCN1CCN(CCO)C1=S	-1.4	/	-0.6	4.0	0.1	2.1	-1.2	5.4
C[C@@H]1CN([C@@H](C)CO)C(=O)c2cc(NC(=O)c3ccncc3)ccc2O[C@@H](C)CCCCO[C@H]1CN(C)Cc1ccc2c(c1)OCO2	-4.7	-9.3	0.0	3.7	0.0	2.0	-4.3	8.1
CC[C@]12c3[nH]c4ccc(Cl)cc4c3CCN1C(=O)[C@@H](CC(=O)NCCN1CCOCC1)C[C@@H]2C(=O)N1CCN(C(=O)c2ccco2)CC1	1.7	-4.3	-0.2	-1.1	0.0	-2.9	2.2	1.7
O=C(COC(=O)CCc1ccccc1)NCc1ccc2c(c1)OCO2	3.0	2.6	-0.1	2.8	0.1	0.0	-2.0	-2.8
Cc1ccc(NC(=O)CCC(=O)NNC(=S)Nc2ccc(F)cc2F)cc1C	0.9	-1.3	-0.3	-8.0	0.0	-0.6	-5.7	4.2
CC(C)NC(=O)CC1C(=O)N(Cc2ccccc2)C(C)c2nc3ccccc3n21 (configuration not stated)	-0.3	-1.2	/	-3.3	0.0	1.2	-13.0	1.5
C[C@H]1CN([C@@H](C)CO)C(=O)c2cc(-c3ccccc3)cnc2O[C@H]1CN(C)C(=O)C1CCOCC1	0.1	-1.9	-0.1	-3.0	-0.3	0.8	2.8	-4.6
Cc1noc(C)c1NC(=O)N(C)C[C@@H]1Oc2c(NS(=O)(=O)c3ccc(F)cc3)cccc2C(=O)N([C@H](C)CO)C[C@@H]1C	7.7	-1.7	1.5	-3.7	-0.1	3.2	0.1	-6.7
COc1ccc(/C=N/NC(=O)CC(=O)N/N=C/c2ccc(OC)cc2)cc1	3.5	0.4	/	2.5	0.2	-2.4	-14.1	-0.9
Cn1c(N)c(Br)c(-c2ccc(F)cc2)c(C#N)c1=O	51.3	-6.6	9.7	/	-0.1	-0.2	-6.6	-11.4
O=C(CCCCCCCCN1C(=O)c2ccccc2C1=O)N1CCOCC1	-14.4	/	/	-3.8	0.0	/	-13.8	-4.2
CN(c1nnc(N)s1)C1CCCCC1	1.9	-4.9	0.2	-9.2	0.3	/	-14.8	-2.2
O=C(Nc1cccc(S(=O)(=O)N2CCOCC2)c1)c1cc(S(=O)(=O)N2CCOCC2)c(Cl)cc1Cl	2.9	-6.2	/	1.6	0.5	-0.4	-0.1	-9.8
COc1ccc(C2=NN(C(=O)c3ccc(Cl)c([N+](=O)[O-])c3)C(c3ccccc3)C2)cc1 (configuration not stated)	-4.3	/	/	/	2.4	6.4	-16.0	1.7
Nc1c(N(CCC2=CCCCC2)C(=O)Cc2ccc(F)cc2)c(=O)[nH]c(=O)n1Cc1ccccc1	2.1	/	0.0	/	0.0	-1.2	-10.6	-4.8
CO/N=C/c1ccc(N2CCN(C(=O)c3cccc(C(F)(F)F)c3)CC2)c([N+](=O)[O-])c1	0.2	1.2	/	3.8	/	4.3	3.7	6.7
COc1cc(C(=O)N/N=C/c2ccc(OC(=O)c3ccccc3)c(OC)c2)ccc1O	-2.3	4.6	0.0	4.6	0.0	2.6	-5.9	-1.4
CC(C)(C)OC(=O)NCc1ccc(CNC(=O)c2nc[nH]c2C(=O)NCc2ccccc2)cc1	0.6	7.1	0.0	-2.5	0.4	0.0	-2.9	-1.3
C[C@@H]1CN([C@@H](C)CO)C(=O)CCCn2nncc2CO[C@H]1CN(C)S(=O)(=O)c1ccccc1C#N	0.0	-4.3	0.1	-9.7	0.0	-1.2	-4.1	-1.8
COc1ccc(C(=O)Nc2ccc(Cc3ccncc3)cc2)cc1Br	6.1	/	/	/	0.1	2.3	12.5	3.7
C[C@H](NC(=O)C[C@@H]1C[C@H]2c3cc(NC(=O)C4CCC4)ccc3O[C@H]2[C@H](CO)O1)c1ccccc1	8.9	0.6	-0.7	2.6	-0.1	-0.9	-2.0	-1.1
COCc1c(C(=O)NC(C)c2ccc(S(N)(=O)=O)cc2)oc2ccccc12 (configuration not stated)	3.1	2.3	/	3.4	0.0	-1.1	3.7	-0.6
CC/C(C)=N/N1C(=O)c2ccccc2NC1(C)CC (configuration not stated)	-0.4	9.6	/	1.4	0.1	-6.0	-1.5	3.1
Cc1ccc(S(=O)(=O)N2CCOCC2)cc1C(=O)OCC(=O)NCCc1ccccc1	2.8	-0.6	-2.4	3.1	-0.1	0.7	i	1.6
CC(Nc1ccc(Br)cc1)C(=O)Nc1cccc(S(=O)(=O)N2CCOCC2)c1 (configuration not stated)	-3.6	-2.2	0.5	10.6	0.1	3.2	-11.4	-1.0
CCCCn1c(N)c(N(CCC(C)C)C(=O)c2cccc(N3C(=O)c4ccccc4C3=O)c2)c(=O)[nH]c1=O	0.5	1.9	-4.5	9.7	0.1	-0.5	-11.1	-1.2
COc1ccc2c(c1)C(=O)N(CCc1ccc(S(=O)(=O)NC(=O)NC3CCCCC3)cc1)C(=O)C2(C)C	8.7	-1.5	0.1	4.2	0.0	-4.6	-11.8	-4.4

The last 3 compounds of the section above are carried over, then new ones follow.
SMILES	S100A4 inh HTS	esBAF inh	E-selectin induc	RAD54 branch	XiGFP reactiv	ERAP1 HTS inh	RAD52 anneal inh	ERp5 block
CC(Nc1ccc(Br)cc1)C(=O)Nc1cccc(S(=O)(=O)N2CCOCC2)c1 (configuration not stated)	-3.6	-2.2	0.5	10.6	0.1	3.2	-11.4	-1.0
CCCCn1c(N)c(N(CCC(C)C)C(=O)c2cccc(N3C(=O)c4ccccc4C3=O)c2)c(=O)[nH]c1=O	0.5	1.9	-4.5	9.7	0.1	-0.5	-11.1	-1.2
COc1ccc2c(c1)C(=O)N(CCc1ccc(S(=O)(=O)NC(=O)NC3CCCCC3)cc1)C(=O)C2(C)C	8.7	-1.5	0.1	4.2	0.0	-4.6	-11.8	-4.4
Cc1csc(NC(=O)c2cc[n+]([O-])cc2)n1	6.9	/	/	/	-0.1	1.1	1.9	?
COc1cc(C(=O)OCC(=O)N2CCN(C(C)=O)CC2)ccc1OCC(C)C	-15.1	-8.8	-0.2	-10.0	-0.1	-4.3	-7.6	-6.3
NC(=O)N1c2ccccc2C=Cc2ccccc21	0.6&-6.8	-0.6&-3.4	0.5	18.1&1.0	0.1	-2.0&-2.8	11.5&-10.0	6.5&10.4
Cc1cc(C(=O)OCC(=O)Nc2nccs2)c2ccccc2n1	-6.6	2.6	/	5.2	-0.3	-2.9	-23.3	-3.4
CCCC#Cc1ccc2c(c1)O[C@@H](CN(C)C(=O)c1cccnc1)[C@H](C)CN([C@H](C)CO)S2(=O)=O	-3.0	3.3	-1.0	3.8	-0.8	-1.8	8.3	4.5
COC(=O)C1=C(C(=O)OC)[C@@H]2N(Cc3ccccc3)c3ccccc3[C@@]23C[C@@H](C(=O)OC)N(C(=O)NC2CCCCC2)C3=N1	1.4	15.2	0.0	0.9	0.1	-2.2	-9.0	2.1
CCCC[n+]1c2ccccc2cc2ccccc21	-3.2	3.1	-1.6	6.7	0.3	-1.5	-10.7	0.4
O=C(CSc1ccc2nnc(-c3ccccc3)n2n1)NCc1ccc2c(c1)OCO2	-0.3	-7.1	1.8	-12.9	0.2	2.0	-15.5	-1.3
O=C(N/N=C/c1ccccc1C(=O)O)c1ccncc1	19.9	1.0	-1.2	-2.1	-0.1	-0.5	-22.2	0.1
CCOC(=O)C1(Cc2ccccc2)CCN(Cc2cc(OC)c3c(c2)OCO3)CC1	-5.9	-23.5	0.9	1.7	0.0	13.1	-0.4	-83.1
CCN1CCN(c2ncnc3scc(-c4ccc(C)c(C)c4)c23)CC1	-1.2	5.3	0.1	8.0	0.2	2.4	8.4	0.2
CC(C)(C)OC(=O)N1CCC(NC(=O)c2[nH]cnc2C(=O)Nc2cccc(Cl)c2)CC1	11.6	-3.1	-0.4	-5.5	0.0	2.3	-4.7	2.7
COc1ccc(S(=O)(=O)N(C)C[C@@H]2Oc3c(NS(=O)(=O)c4cn(C)cn4)cccc3C(=O)N([C@H](C)CO)C[C@@H]2C)cc1	-43.0	6.1	0.0	6.0	-1.1	-0.7	-22.1	-7.6
COc1ccccc1NC(=O)CCn1c(=O)c2cccn2c2ccccc21	-3.8	-1.0	2.4	-5.1	0.1	-4.2	-18.4	0.9
COc1ccc(NC2CCCN(C(=O)c3cc(C)nc4cc(F)ccc34)C2)cc1 (configuration not stated)	-6.3	6.1	/	5.4	0.2	-1.5	-3.5	-11.6

Rewritten bar-delimited: entries from further up.
Structure | S100A4 inh HTS | esBAF inh | E-selectin induc | RAD54 branch | XiGFP reactiv | ERAP1 HTS inh | RAD52 anneal inh | ERp5 block
COC(=O)C1=C(C(=O)OC)[C@@H]2N(Cc3ccccc3)c3ccccc3[C@@]23C[C@@H](C(=O)OC)N(C(=O)NC2CCCCC2)C3=N1 | 1.4 | 15.2 | 0.0 | 0.9 | 0.1 | -2.2 | -9.0 | 2.1
Cc1csc(NC(=O)c2cc[n+]([O-])cc2)n1 | 6.9 | / | / | / | -0.1 | 1.1 | 1.9 | ?
CCCC[n+]1c2ccccc2cc2ccccc21 | -3.2 | 3.1 | -1.6 | 6.7 | 0.3 | -1.5 | -10.7 | 0.4
